CAL PDZ FP-1: inhibitors of human CAL PDZ peptide binding | AID 602252 | purified CAL PDZ, TMR-peptide fluorescence polarization, 1 h | hit rate 0.92% among 300,000 | Q9HD26 | inhibition, % at 24.9 µM;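 active = mean inhibition of at least 30% with at least half of replicates also reaching 30%; inconclusive = no clear call, values can overlap the other calls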;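 also: 0% = DMSO neutral control and 100% = excess unlabeled competitor peptide PRC23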
Wnt act: activators of Wnt/beta-catenin signaling | activation, % at 9.35 µM | hit rate 1.2% among 300,000 | AID 743398 | Wnt/beta-catenin reporter cell assay, activator, plate reader; in the data active = activation above about 30%, passing the limit was not always enough; inconclusive = no clear call, values can overlap the other calls;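 also: 0% = neutral control wells and 100% = positive control wells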
Rtt109 HAT inh: inhibitors of Candida albicans Rtt109/Vps75 histone acetyltransferase. Q5AAJ8. inhibition, % at 34.9 µM. AID 540336. hit rate 0.16% among 330,000. purified Rtt109/Vps75, ThioGlo CoA-SH fluorescence, 4 h;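 active = inhibition of at least 50% in every replicate; inconclusive = best replicate reaches 50% inhibition but some replicates fall short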
Target sequence (Q5AAJ8 whole entry, looked up): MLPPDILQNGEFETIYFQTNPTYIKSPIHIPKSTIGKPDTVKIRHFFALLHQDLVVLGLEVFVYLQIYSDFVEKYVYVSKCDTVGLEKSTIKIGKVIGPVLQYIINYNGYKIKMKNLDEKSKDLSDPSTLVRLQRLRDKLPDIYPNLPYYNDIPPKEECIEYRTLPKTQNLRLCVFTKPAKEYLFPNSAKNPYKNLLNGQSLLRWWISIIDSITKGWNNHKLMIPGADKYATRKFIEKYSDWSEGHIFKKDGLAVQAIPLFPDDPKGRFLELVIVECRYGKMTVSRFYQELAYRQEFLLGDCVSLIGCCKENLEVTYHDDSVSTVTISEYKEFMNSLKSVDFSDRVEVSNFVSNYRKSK
CDK5 p35 inh: inhibitors of human CDK5/p35 kinase. Q00535+Q15078. Recombinant CDK5/p35, ADP-Glo luminescence, 60 min. inhibition, % at 10 µM. hit rate 0.01% among 330,000;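 active = highest replicate inhibition of at least 50% and at least 75% of replicates reaching 50%; inconclusive = only one of the two criteria met; inactive = both criteria failed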;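 also: plate controls were DMSO neutral control for no effect and GW8510 at 10 µM for full effect; many of its hits are not listed in these tables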
V-ATPase pHluor: alters yeast V-ATPase proton transport. AID 504577. hit rate 0.37% among 350,000. S. cerevisiae, pHLuorin cytosolic pH fluorescence. response, % at 10 µM; in the data active = response mostly above about 7.3%, no sharp cut-off; inactive = mostly below about 5.4%; also: actives read high; inactives centre near 0; some compounds called inactive have numbers as strong as hits; reference of the scale not given here
dFosB activator: mouse delta FosB homodimer activation; P13346; activation, % at 25 µM; AID 493131; hit rate 0.99% among 340,000; purified delta FosB, TAMRA-CDK5 oligo fluorescence polarization; percent of positive-control signal above neutral wells;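 active = mean activation above about 17%, with every replicate also reaching it, limit read from the data, passing the limit was not always enough; inconclusive = only one of the two conditions met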;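 also: fluorescence polarization rise as delta FosB binds a TAMRA Cdk5 AP-1 oligo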
Target sequence (P13346 whole entry, looked up): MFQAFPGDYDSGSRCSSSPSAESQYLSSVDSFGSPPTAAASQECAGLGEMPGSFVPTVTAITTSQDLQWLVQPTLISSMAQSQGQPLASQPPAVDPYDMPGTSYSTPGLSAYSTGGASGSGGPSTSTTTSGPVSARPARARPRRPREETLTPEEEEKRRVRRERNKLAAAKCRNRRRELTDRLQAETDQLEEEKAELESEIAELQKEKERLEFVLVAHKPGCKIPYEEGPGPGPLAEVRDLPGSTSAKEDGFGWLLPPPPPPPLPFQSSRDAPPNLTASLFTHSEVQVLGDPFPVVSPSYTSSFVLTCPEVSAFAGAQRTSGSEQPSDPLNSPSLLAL
CAL PDZ FP-2: human CAL PDZ-peptide interaction inhibition; Q9HD26; purified CAL PDZ, TMR-peptide fluorescence polarization, 1 h; inhibition, % at 20 µM; hit rate 0.02% among 330,000; AID 504414;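 active = highest replicate inhibition of at least 40%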;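 also: plate controls were DMSO neutral control wells for no effect and unlabeled competitor peptide control wells for full effect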
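material = purified tagged CAL PDZ domain construct (CerCALP) | compound dosing = 20 µM, one dose | times = 1 h at RT | measured by = fluorescence polarization from S- and P-plane intensities, G-factor corrected | read-out = inhibition from polarization loss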
MITF act: activators of MITF-driven TRPM1 promoter activity in SK-MEL-5 cells; SK-MEL-5 TRPM1-promoter luciferase, 24 h; % of positive control, neutral wells = 0; activation, % at 12.5 µM; hit rate 0.75% among 300,000; AID 588334;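 active = mean activation of at least 80% with every replicate also reaching 80%; inconclusive = mean reaches 80% but some replicate falls short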;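 also: 0% = neutral control wells and 100% = parthenolide positive control wells; values of inactives mirror those of a sister screen read the other way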
cardiac RTF act: cardiac RTF calcium sensitization | hit rate 0.24% among 340,000 | activation, % at 7.2 µM | P19429+P45379 | IANBD-labeled TnC RTF fluorescence at EC20 calcium; 0% EC20 calcium, 100% full calcium | AID 493008;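 active = activation above the mean over all tested compounds plus 3 SD, cut at about 30% in these data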;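 also: rise in fluorescence read as greater calcium sensitivity of cardiac thin filaments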
Tat export inh: blocks Tat-dependent protein export in E. coli; E. coli MC4100 TorA-mCherry Tat export, fluorescence; AID 488895; inhibition, % at 10 µM; hit rate 0.036% among 340,000;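 active = mean replicate inhibition at least 50% and at least half of replicates individually reaching 50%; inconclusive = only one of the two criteria met; inactive = neither criterion met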;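 also: exported cargo escapes ClpAP degradation while cytoplasmic cargo is degraded and loses fluorescence; 0% = median of neutral control wells and 100% = median of NaSCN control wells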
Active calls of the source: *; ? = inconclusive; / = not tested or not shown.

SMILES	CAL PDZ FP-1	Wnt act	Rtt109 HAT inh	CDK5 p35 inh	V-ATPase pHluor	dFosB activator	CAL PDZ FP-2	MITF act	cardiac RTF act	Tat export inh
COc1ccc(-c2cc(C(=O)Nc3c(Cl)cc(Cl)cc3Cl)c3ccccc3n2)cc1OC	8	-3	-14	-3.1	1	7	-2.6	-8	1	-7
CC(=O)c1ccc([N+](=O)[O-])c(CS(=O)(=O)c2ccccc2)c1	-6	-3	0	0.1	0	-7	-2.6	6	6	-6
c1ccc(-c2nc3ccccc3c3nc4ccccc4n23)cc1	0	-6	4	0.5	-3	-17	-1.5	16	0	-1
CCOc1ccccc1NC(=O)c1cccc(NC2=NC3CS(=O)(=O)CC3S2)c1 (stereo unspecified)	/	0	12	4.5	-5	-11	-0.5	/	-1	0
CC(C)(CNC(=O)c1cccc(F)c1)CNC(=O)c1cccc(F)c1	18	-1	5	-1.3	0	-20	-2.1	/	-3	0
COc1ccc(C(=O)CSc2nnc(-c3ccccn3)n2Cc2ccco2)cc1	/	/	6	2.5	0	-8	-0.7	/	-2	0
Cc1ccc(Nc2nc(-c3c(C)n(C)n(-c4ccccc4)c3=O)c(C)s2)cc1	0	-2	8	2.6	2	0	0.4	3	0	-5
CCN(C(=O)COC(=O)CSc1ccc([N+](=O)[O-])cc1)C1CCS(=O)(=O)C1 (stereo unspecified)	-7	-1	-20	1.4	0	-10	0.2	9	1	2
CCOc1ccc(N=c2scc(-c3ccc(OC)cc3)n2CCO)cc1	-3	-3	3	-0.6	1	-10	1.5	-10	2	2
CCC(Sc1nncn1C)C(=O)Nc1nnc(-c2ccccc2Cl)s1 (stereo unspecified)	/	2	-3	0.2	0	-4	-1.1	7	3	4
Cc1nn(-c2ccccc2)c(Cl)c1C(=O)Nc1nnc(C2CCCC2)s1	-2	-4	16	-2.0	-1	-15	-1.8	10	-4	6
COC(=O)c1cccc(Oc2nc3c(c(=O)n(C)c(=O)n3C)n2C(C)C)c1	-3	-1	-3	-0.2	0	1	-0.9	/	2	-3
Cc1ccc(-c2nnc(N3CCN(C(=O)CSc4ncn[nH]4)CC3)c3ccccc23)cc1	3	/	7	0.6	5	-6	-4.0	-7	-4	4
CCc1noc(C)c1C(=O)N(CC)CC(=O)Nc1ccccc1C(F)(F)F	-1	0	-2	-2.0	-2	-5	-2.1	-10	-3	-3
O=C(Nc1cccc(O)c1)C(Cc1ccccc1)N1C(=O)c2cccc3cccc(c23)C1=O (stereo unspecified)	-3	1	/	-0.3	4	?	-2.7	2	-3	4
Cc1n[nH]c(=S)n(/N=C/c2ccccn2)c1=O	7	/	-2	-0.1	3	9	0.1	-4	4	1
CCOC(=O)Cc1csc(NS(=O)(=O)c2cccc([N+](=O)[O-])c2)n1	-5	-1	-1	0.8	-5	3	-0.3	-7	-5	-2
CCOc1ccc(N2C(=O)c3ccccc3C2=O)cc1	-2	/	-9	-0.6	-4	2	-4.8	7	-6	-4
O=c1c2c(nc3cc(-c4ccccc4)[nH]n13)CCC2	/	/	-7	0.7	-3	-2	-2.5	15	3	6
CCN(CC(=O)NCc1cccs1)C(=O)c1ccc(NS(=O)(=O)c2ccc(F)cc2)cc1	-1	-1	-1	-0.5	3	-8	-2.5	9	-1	-1
COc1ccc(NC(=O)N(C)C[C@H]2Oc3ccc(NC(=O)NC(C)C)cc3C(=O)N([C@H](C)CO)C[C@@H]2C)cc1	-5	17	3	-3.2	-7	-2	-0.5	-5	-9	-5
COC(=O)c1sc(NC(=O)CSc2nc3nc(C)cc(C)n3n2)c(C(=O)OC)c1C	-5	2	-1	0.6	-1	-12	-2.5	3	2	-7
NC(=O)c1ccc(NC(=O)C2CC2)cc1	1	-3	/	1.5	0	-6	-2.8	-8	-2	3
CSc1nnc(NC(=O)c2ccc(S(=O)(=O)N(C)C)cc2)s1	0	40*	15	-1.0	6	-10	-1.7	5	0	7
O=C1C2C3C=CC(CO)(O3)C2C(=O)N1c1ccccc1-c1ccccc1 (stereo unspecified)	-3	/	-4	1.5	9	7	-0.6	-23	4	-7
CCCCC(=O)Nc1nnc(-c2ccc(OC)cc2)s1	-4	/	2	1.2	0	2	/	44	-1	0
O=C(C1=C[C@H](C2CCCCC2)C[C@H](OCc2ccc(CO)cc2)O1)N1CCN(Cc2ccc3c(c2)OCO3)CC1	0	/	2	0.0	-1	-1	0.1	-2	-1	8
CCOc1ccc(S(=O)(=O)n2ccnc2)c2ccccc12	/	-3	-7	0.0	3	-3	-0.6	/	17	2
COC(=O)C1=NNC2C(=O)N(c3ccc(C)cc3)C(=O)C12 (stereo unspecified)	-1	1	-2	0.7	2	-2	-0.6	2	1	-16
NC(=O)c1ccc(NC(=O)COC(=O)c2n[nH]c3ccccc23)cc1	-6	4	-7	3.7	2	-9	-1.7	-1	0	-4
CCC(C)c1ccc(NC(=S)NCc2cccs2)cc1 (stereo unspecified)	-6	/	-5	-3.8	0	1	-0.4	17	4	8
CCOC(=O)CSc1nnc(CSc2nc(C)cc(C)n2)n1Cc1ccco1	-7	-4	-2	1.2	-2	-5	0.0	-5	-8	-10
C=CCn1c(-c2cccc(OCC)c2)n[nH]c1=S	-2	-6	/	-0.8	4	-2	-1.8	-11	1	-1
CCN(Cc1ccccc1)C(=O)CSc1nc(C)cc(C)c1C#N	/	-1	-5	1.3	2	-6	-0.5	-2	1	-2
COc1ccc(Cn2c(=O)c3[nH]cnc3n(-c3ccc(C)cc3)c2=O)cc1	/	1	1	0.5	0	-3	-0.3	-3	3	3
COc1cc(NC(=O)CCS(=O)(=O)c2ccc3c(c2)oc(=O)n3C)cc(OC)c1OC	2	-1	1	1.5	-1	-1	-3.2	0	-4	-2
CC(C)(C)c1nnc(NC(=O)C2CCN(c3ncccn3)CC2)s1	-3	/	-2	-3.5	0	4	-0.1	5	7	0
O=C(NC1CCCCC1)C(c1cccnc1)N(C(=O)c1csnn1)C1CCCC1 (stereo unspecified)	-3	3	?	1.0	-2	-1	-2.9	/	3	-4
CCC(=O)c1cn(CC(=O)NCc2ccco2)c2ccccc12	-1	/	11	0.7	-1	1	-0.3	28	4	-11
Cc1cccc(C)c1NC(=O)CCCSc1nnnn1C	-1	1	-10	-0.8	-1	-7	-0.6	/	-4	-5
CCOCCn1c(SC(C)C(C)=O)nc2c1c(=O)[nH]c(=O)n2C (stereo unspecified)	/	3	6	5.1	0	6	-0.5	/	4	-7
COc1ccc(C(=O)NC(=S)N(CCC(C)C)c2c(N)n(Cc3ccccc3)c(=O)[nH]c2=O)cc1	-4	1	20	-0.9	2	1	-1.2	1	2	1
CCCc1nc2ccccc2c(NC(=O)CN(CC)CC)c1CC	-2	-9	3	-1.7	-4	-6	-0.2	2	-7	-5
O=C(NC1CCN(C(=O)Nc2cccc(Cl)c2)CC1)c1ccccc1	-2	3	-1	0.7	4	2	-2.1	-7	2	-5
CCNc1nc(NCC)n2c(SC(C)C(=O)c3ccc(C)cc3)nnc2n1 (stereo unspecified)	-1	-4	7	-1.5	2	-3	-0.7	-19	3	-8
Cc1ccc(/C=C2\C(=N)N3N=C(CC(=O)N4CCOCC4)SC3=NC2=O)o1	0	0	3	-4.1	7	1	-3.1	8	-3	-8
CCc1ccc(CN(C)C(=O)C2=CC=CN3CCS(=O)(=O)N=C23)cc1	1	-4	-5	-0.3	-2	4	-2.8	0	3	-1
CN(C)S(=O)(=O)c1cccc(NC(=S)NC(=O)C2CCCCC2)c1	-1	/	-4	1.6	4	-2	0.2	20	-1	-3
COc1ccccc1NC(=O)C(NC(=O)c1ccc(C)cc1)c1ccccc1 (stereo unspecified)	-4	0	6	-0.5	-4	-9	-25	6	12	2
COc1cc(OC)nc(Oc2cc(/C=N/O)ccc2OC)n1	-5	-2	8	-0.4	-2	-4	-2.0	-15	9	-5
COc1cc(CN2CCN(Cc3ccc(C)cc3)C(CCO)C2)cc(OC)c1O (stereo unspecified)	-1	0	10	-1.5	-6	1	-2.0	-3	3	3
CCC(=O)N1N=C(c2ccc(NS(C)(=O)=O)cc2)CC1c1ccc(C)cc1 (stereo unspecified)	/	/	19	1.0	-3	-11	-2.3	10	0	3
CN(C)/C=C1/C(=O)Nc2ccccc21	-1	/	3	-0.6	-8	-1	-1.6	/	0	0
CCN(C(=O)c1cn(C)c(=O)c2cc(OC)c(OC)cc12)c1cc(C)ccc1C	/	-3	-3	-1.0	5	-2	0.1	/	-3	9
NC(=O)c1ccsc1NC(=O)COC(=O)/C=C/c1ccc([N+](=O)[O-])cc1	-2	1	3	-1.6	-1	?	-1.0	-5	3	5
O=C(OCC(=O)N1CCc2ccccc21)c1nc(Cl)ccc1Cl	1	1	-4	-1.3	0	-9	-0.7	-7	-8	-2
Cc1ccc(NC(=O)c2ccc3nc(N4CCOCC4)sc3c2)c(Cl)c1	/	-1	-5	-1.6	3	141*	0.2	32	-7	6
Cc1ccc(C(=O)NCC(=O)OC(C)C(=O)NC2CCCc3ccccc32)cc1 (stereo unspecified)	/	2	7	-2.2	-4	-5	-0.8	2	2	3
O=C(CCS(=O)(=O)c1ccc(Br)cc1)N1CCN(c2ccccc2)CC1	-1	/	-9	-0.6	-1	-13	-3.9	-1	-2	-2
COc1ccc(/C=C/C(=O)NCCC(=O)N2CCCN(C)CC2)cc1	2	-2	-10	1.5	0	-5	0.6	-7	14	1
(cont.)
SMILES	CAL PDZ FP-1	Wnt act	Rtt109 HAT inh	CDK5 p35 inh	V-ATPase pHluor	dFosB activator	CAL PDZ FP-2	MITF act	cardiac RTF act	Tat export inh
Cc1cccc(NC(=S)N2CCC(NC(=O)c3ccco3)CC2)c1	-4	0	13	1.3	-1	2	-3.1	1	1	-4
CCOC(=O)N1CCN(CCC(=O)Nc2ccc(C)c(Br)c2)CC1	-2	/	6	1.6	-3	-6	-0.8	-10	-4	3
CC1CCCCN1CCNC(=O)c1cc2c(-c3ccccc3F)nn(C)c2s1 (stereo unspecified)	/	-1	8	0.1	-1	-34	-3.2	2	8	6
Cc1cccn2c(=O)c3cc(C(=O)NCC4CCCO4)c(=N)n(Cc4cccnc4)c3nc12 (stereo unspecified)	2	3	-485	0.4	-85	-14	-2.9	-1	10	1
C(=C\c1ccncc1)/c1ccncc1	0	27	-18	-1.6	-4	-11	-1.1	-12	0	-2
CCOC(=O)CNC(=O)CSc1nc(-c2cccc(C)c2)ns1	0	-3	2	-0.7	7	-12	-2.1	5	4	16
CCCCOc1ccc(C2(C)NC(=O)NC2=O)cc1 (stereo unspecified)	0	-2	0	-2.2	-8	-6	-24	6	0	5

Wnt act, entries above that show a hit.
canonical_smiles,CAL PDZ FP-1,Wnt act,Rtt109 HAT inh,CDK5 p35 inh,V-ATPase pHluor,dFosB activator,CAL PDZ FP-2,MITF act,Tat export inh
CSc1nnc(NC(=O)c2ccc(S(=O)(=O)N(C)C)cc2)s1,0,40*,15,-1.0,6,-10,-1.7,5,7

High-throughput results as filed in PubChem.

Outcome played no part in choosing rows; 4.1% or so of the library scored in one or more.
